# Kir21 inh: inhibitors of mouse Kir2.1 inward-rectifier potassium channel; Inward rectifier potassium channel 2 (Mus musculus), P35561; HEK293-Kir2.1, FluxOR thallium flux fluorescence; active compounds read low; B-score at 10 µM; actives 0.85% (n = 310,000);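 active means fluorescence ratio B-score at or below minus 3 SD of library scores, with starting-brightness B-score within 2 SD, cut at about -4.2 in these data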;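 further: channel flux triggered by added potassium and thallium sulfate stimulus; B-score of peak minus minimum fluorescence over baseline after thallium stimulus; more negative B-score means stronger Kir2.1 block with less thallium influx; some compounds called inactive have numbers as strong as hits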
# Target sequence (P35561 whole entry, looked up): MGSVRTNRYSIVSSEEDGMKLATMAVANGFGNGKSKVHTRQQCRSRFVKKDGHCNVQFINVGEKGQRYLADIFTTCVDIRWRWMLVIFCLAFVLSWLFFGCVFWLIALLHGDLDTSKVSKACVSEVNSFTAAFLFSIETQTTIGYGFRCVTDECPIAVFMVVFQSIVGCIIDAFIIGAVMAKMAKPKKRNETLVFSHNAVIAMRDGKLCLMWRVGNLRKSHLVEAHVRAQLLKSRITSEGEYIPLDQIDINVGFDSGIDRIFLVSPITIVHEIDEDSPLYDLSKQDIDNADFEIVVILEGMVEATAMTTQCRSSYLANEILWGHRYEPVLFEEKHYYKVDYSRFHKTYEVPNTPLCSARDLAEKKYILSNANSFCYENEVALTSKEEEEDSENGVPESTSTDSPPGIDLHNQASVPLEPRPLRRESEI
# KCNQ2 inh: KCNQ2 potassium channel inhibitors, primary screen, cell-based, CHO-K1, FluxOR thallium flux, B-score (AID 2156); B-score at 10 µM; 20 min; active compounds read low; Potassium voltage-gated channel subfamily KQT member 2 (Rattus norvegicus), O88943; actives 1.1% (n = 310,000);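 active means fluorescence ratio B-score at most minus 3 library SDs, with starting brightness B-score within 2 library SDs, cut at about -5.5 in these data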
# STK33 inh: inhibitors of purified STK33 kinase, primary screen, biochemical, ADP-Glo luminescence, homogeneous, cell-free; inhibition, % at 10 µM; MBP phosphorylation; Serine/threonine-protein kinase 33 (Homo sapiens), Q9BYT3; actives 0.073% (n = 320,000);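 active means inhibition at or above 25%, using the most active replicate where run in duplicate; inactive means inhibition below 25%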
# Target sequence (Q9BYT3 whole entry, looked up): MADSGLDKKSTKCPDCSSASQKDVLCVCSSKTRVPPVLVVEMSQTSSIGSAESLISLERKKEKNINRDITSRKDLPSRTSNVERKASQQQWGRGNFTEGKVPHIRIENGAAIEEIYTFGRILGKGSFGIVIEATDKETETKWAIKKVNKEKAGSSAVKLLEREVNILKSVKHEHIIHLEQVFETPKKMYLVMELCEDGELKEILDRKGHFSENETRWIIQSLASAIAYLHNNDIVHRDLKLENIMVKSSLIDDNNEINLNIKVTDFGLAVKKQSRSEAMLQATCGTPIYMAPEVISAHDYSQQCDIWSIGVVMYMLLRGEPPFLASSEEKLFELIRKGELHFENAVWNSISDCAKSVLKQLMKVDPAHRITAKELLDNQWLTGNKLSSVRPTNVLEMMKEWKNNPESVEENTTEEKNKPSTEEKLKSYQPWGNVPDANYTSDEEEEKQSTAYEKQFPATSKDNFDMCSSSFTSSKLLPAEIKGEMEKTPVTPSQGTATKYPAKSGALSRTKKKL
# An asterisk follows results filed as active; i = inactive; nt = no result given.
SMILES,Kir21 inh,KCNQ2 inh,STK33 inh
Cc1n[nH]c(C)c1S(=O)(=O)N1CCCC(C(=O)Nc2nccs2)C1 (stereo not given),1.9,i,-0.6
CCOc1cc(/C=N/NC(=O)COc2cccc(C)c2)ccc1OC(=O)c1cccs1,0.02,i,-0.7
Oc1ccccc1-c1nnc(COc2ccccc2)o1,0.02,i,-1.5
O=C(Nc1ccc(-c2ccc([N+](=O)[O-])cc2)cc1)c1ccccc1F,1,i,-1.2
O=C(NCCCn1cccn1)C1CCC(=O)N(Cc2cccc(C(F)(F)F)c2)C1 (stereo not given),1.6,i,nt
CCC(c1nnnn1Cc1ccc2c(c1)OCO2)N1CCN(c2ccc(F)cc2)CC1 (stereo not given),1.2,i,-1.1
Cn1cccc1CNCc1ccccc1Cl,0.23,i,-0.6
CCOc1ccccc1/C=C(\C#N)C1=CCCC1,-0.91,i,-1.5
Cc1ccc(NC(=S)NCCO)c(C)c1,0.54,i,0.2
CCCCS(=O)(=O)N1C2=NC(C(=O)OC)=C(C(=O)OC)[C@@H]3N(C)c4ccc(OC)cc4[C@]23C[C@H]1C(=O)OC,0.45,i,-1.2
O=C(NNC(=O)c1ccccc1Br)c1ccccc1Cl,-0.23,i,-0.3
COCCNc1nc(N)c([N+](=O)[O-])c(Nc2ccc(F)cc2)n1,2.6,i,-1.2
O=C(CNC(=O)c1ccncc1)N/N=C/c1cccc([N+](=O)[O-])c1,2,i,0.5
COc1ccc(NCC(=O)N/N=C/C=C\c2ccccc2)cc1,-0.96,i,0.3
Cc1[nH]n(C(C)(C)C)c(=O)c1Sc1ccccc1,-0.3,i,-1.4
O=S(=O)(O)c1ccc(SCc2ccccc2)nc1,0,i,0.1
Cc1ccc(N2CCN(CC(O)COC3CCCCC3)CC2)cc1 (stereo not given),0.34,i,-0.1
Cc1nnc(NC(=O)CSc2nnc(Cc3cccn3C)n2C)s1,-0.86,i,-1.3
O=C(c1ccc2c3n(nc2c1)-c1ccccc1CO3)N1CCCCC1,0.7,i,27*
Cc1ccc(C(=O)/C=C/Nc2cccc(O)c2)cc1,0.96,i,1.4
CCN(CC)CCNC(=O)c1ccc(NC(=O)/C=C/c2ccc3ccccc3n2)cc1,-0.39,i,2.2
O=C(CC(=O)NC1CCCCC1)N/N=C/c1ccccc1Cl,1.8,i,-2.1
Cc1ccc(C(=O)NCC(=O)NC23CC4CC(CC(C4)C2)C3)cc1,-0.08,i,-0.7
CCOC(=O)c1ccc(NC(=O)c2nc[nH]c2C(=O)N2CCC(C)CC2)cc1,0.8,i,-0.9
CC1(C)C2CCC1(C)C(NC(=O)/C=C/c1ccccc1)C2 (stereo not given),0.04,i,0.8
# Next structures
SMILES,Kir21 inh,KCNQ2 inh,STK33 inh
O=S(=O)(c1ccc(NC2CCCCC2)cc1)N1CCOCC1,0.27,i,-1.1
Cc1cccn2c(=O)c3cc(C(=O)NCCCOC(C)C)sc3nc12,0.36,i,-0.5
COc1cccc(CC(=O)Nc2nc(-c3ccc(F)c(F)c3)cs2)c1,0.75,i,0.7
CC1C(=O)N(Cc2cccc(F)c2)c2ccccc2N1C(=O)c1ccccc1 (stereo not given),-1.6,i,0.2
CC(=O)Nc1cccc(NC(=O)C2CCCN2C(=O)Nc2ccc(C)cc2)c1 (stereo not given),0.25,i,0.1
CC(=O)c1c(O)c2ccccc2n(C2CCCCC2)c1=O,0.17,i,-2.1
Cc1cc(=O)[nH]c(SCC(=O)NN(c2ccccc2)c2ccccc2)n1,0.9,i,-1.6
CC(C)N1C(=O)S/C(=C/c2cccnc2)C1=O,0.83,i,-1.5
CC(C)C(=O)Nc1nnc(SCC(=O)NCc2ccc3c(c2)OCO3)s1,-1.8,i,-0.5
CCCCC[C@H]1CN(Cc2ccccc2)C(=O)[C@@H]1CC(=O)NCc1ccccc1,0.55,i,0.3
CCCCN(C)c1c(N2CCC(C(=O)OCC)CC2)c(=O)c1=O,0.92,i,0.3
Cc1nc(Nc2ccccc2)sc1-c1ccccc1,-1.5,i,0.1
CC(=O)c1ccc(NC(=O)c2ccc(C)c(S(=O)(=O)N3CCOCC3)c2)cc1,2,i,-2.0
CC(=O)NC(Cc1ccccc1)C(=O)OCC(=O)c1ccc(Cl)cc1 (stereo not given),0.25,i,-3.1
CCn1c(SCC(=O)Nc2nccc(C)n2)nc2ccccc21,-0.2,i,-1.3
O=C(NCC1CCCO1)c1ccccn1 (stereo not given),1.5,i,-0.5
COc1ccc(OCc2cc(C(=O)N(Cc3nccn3C)C(C)C)no2)c2ccccc12,2.1,i,0.4
Cc1cc(NC(=O)C(C)Oc2ccc(Cl)cc2Cl)no1 (stereo not given),-1.3,i,0.2
Cc1ccccc1Nc1nnc(SCC(=O)NCc2cccs2)s1,-1.9,i,-0.1
CN(C)S(=O)(=O)c1cccc(NC(=O)CCc2nc3cc(S(=O)(=O)N4CCOCC4)ccc3n2C)c1,0.96,i,nt
COc1cc(NC(=O)Cc2ccccc2)ccc1NC(=O)Cc1ccccc1,0.66,i,-0.6
COc1ccc(C(=O)CSc2nnn(-c3cccc(NC(C)=O)c3)n2)cc1,0.8,i,-1.7
Cc1cc(=O)n2c(C)n[nH]c2n1,0.01,i,0.3
COc1ccc(OC)c(S(=O)(=O)NCC(=O)O)c1,-0.69,i,-0.6
COC(=O)COc1ccc(S(=O)(=O)NCc2ccc3c(c2)OCO3)cc1,-1.1,i,0.6
# (list continues)
SMILES,Kir21 inh,KCNQ2 inh,STK33 inh
O=C1COc2ccc(C(=O)COC(=O)CNC(=O)c3ccccc3)cc2N1,-0.74,i,-0.1
COc1cc(/C=N/NC(=O)c2cc(C34CC5CC(CC(C5)C3)C4)[nH]n2)ccc1O,-0.27,i,0.9
O=C(C1CCCO1)N1CCN(C(=S)Nc2cccc(Cl)c2)CC1 (stereo not given),-0.09,i,-0.8
Cc1cc(C2C(=O)CC(=O)CC2c2ccccc2)on1 (stereo not given),-0.75,i,0.3
CC1=C(CC(=O)c2ccc(Cl)cc2)C(=O)c2ccccc2C1=O,0.59,i,-1.1
CC(Sc1ccc(Cl)cc1)C(=O)NNC(=O)c1csc(N2CCOCC2)n1 (stereo not given),1.1,i,-0.4
OCCC1CN(C/C(Cl)=C/c2ccccc2)CCN1C1CCCC1 (stereo not given),0.11,i,0.4
S=C(Nc1ccc2c(c1)OCO2)Nc1ccccc1Cl,0.33,i,-1.1
COc1ccc(CNC(=O)COc2ccc(S(=O)(=O)N3CCOCC3)cc2C)cc1,1.5,i,1.8
COc1cccc(-n2c(=O)c3sccc3n(CC(=O)NC3CCCC3)c2=O)c1,-0.15,i,-0.7
COc1ccc(NC(=O)CC2C(=O)N(c3ccccc3)C(=O)N2CCc2cccs2)cc1 (stereo not given),-0.12,i,nt
O=C(CSc1nnc(NC2CCCCC2)s1)NC1CCS(=O)(=O)C1 (stereo not given),-2.6,i,0.9
O=C1C(Cl)=C(Nc2ccccc2O)C(=O)N1CCc1ccccc1,-0.28,i,0.1
Cc1cc(=O)cc(C)n1-c1ccccc1N,0.18,i,-2.7
CC(=O)N1Cc2ccccc2C(C)CC12CCCC2 (stereo not given),-5.1*,i,-1.0
CC1Cc2nc(SCC(=O)Nc3nccs3)n(Cc3ccccc3)c(=O)c2S1 (stereo not given),-2.1,i,0.4
COC1(OC)C(/C=C/c2ccc(C)cc2)C(C#N)(C#N)C1(OC)OC (stereo not given),0.06,-7.5*,-2.1
CN(C)C=NC(=O)c1ccc([N+](=O)[O-])c(CS(=O)(=O)c2ccc(Cl)cc2)c1,-0.08,i,0.5
Cc1nc2ccccc2c(=O)n1NC(=O)CCC(=O)O,0.36,i,-4.1
O=C(NNC(=O)C1CC(=O)N(Cc2ccccc2)C1)c1ccc(Br)cc1 (stereo not given),-1.4,i,-1.3
Cc1cccc(N2CCN(C(=O)c3ccc(Cl)c(S(=O)(=O)NCc4ccco4)c3)CC2)c1C,1.5,i,0.7
O=C(O)c1ccc(NC(=O)c2cccc(N3C(=O)C4C5CCC(C5)C4C3=O)c2)cc1 (stereo not given),0.44,i,-1.9
Cc1ccc(S(=O)(=O)NCc2ccc(C(=O)NC3CCC(C)CC3)cc2)cc1 (stereo not given),0.11,i,-1.6
Cc1cc(N2CCN(C3CCCC3)CC2)n2c(nc3ccccc32)c1C#N,1.1,i,0.2
Clc1ccccc1C1=CC(c2ccco2)n2ncnc2N1 (stereo not given),-1.3,i,0.2

# 3 of the entries above in order of the STK33 inh value, highest first.
SMILES,Kir21 inh,KCNQ2 inh,STK33 inh
O=C(CSc1nnc(NC2CCCCC2)s1)NC1CCS(=O)(=O)C1 (stereo not given),-2.6,i,0.9
CC(=O)N1Cc2ccccc2C(C)CC12CCCC2 (stereo not given),-5.1*,i,-1.0
COC1(OC)C(/C=C/c2ccc(C)cc2)C(C#N)(C#N)C1(OC)OC (stereo not given),0.06,-7.5*,-2.1

# The listing picks up with the six entries that preceded the break.
SMILES,Kir21 inh,KCNQ2 inh,STK33 inh
O=C(NNC(=O)C1CC(=O)N(Cc2ccccc2)C1)c1ccc(Br)cc1 (stereo not given),-1.4,i,-1.3
Cc1cccc(N2CCN(C(=O)c3ccc(Cl)c(S(=O)(=O)NCc4ccco4)c3)CC2)c1C,1.5,i,0.7
O=C(O)c1ccc(NC(=O)c2cccc(N3C(=O)C4C5CCC(C5)C4C3=O)c2)cc1 (stereo not given),0.44,i,-1.9
Cc1ccc(S(=O)(=O)NCc2ccc(C(=O)NC3CCC(C)CC3)cc2)cc1 (stereo not given),0.11,i,-1.6
Cc1cc(N2CCN(C3CCCC3)CC2)n2c(nc3ccccc32)c1C#N,1.1,i,0.2
Clc1ccccc1C1=CC(c2ccco2)n2ncnc2N1 (stereo not given),-1.3,i,0.2
Cc1ccc(NC(=S)N(CCN2CCCCC2)Cc2ccco2)cc1Cl,1.1,i,-2.1
COc1ccccc1C(=O)NCCCn1cc(Br)c(C)n1,-2.4,i,-0.8
COc1ccc(CCNC(=O)c2cc3c(=O)n4ccccc4nc3n(CCCN3CCOCC3)c2=N)cc1OC,0.13,i,5.6
FC(F)(F)c1cnc(/C=C/Nc2ccccc2Cl)c(Cl)c1,-0.15,i,-0.7
COc1ccc(C(=O)NCCC2=CCCCC2)cc1,0.72,i,-1.6
O=C(NCc1ccccc1)C1CCCN(S(=O)(=O)c2cccc3nsnc23)C1 (stereo not given),0.08,i,0.1
O=C(O)c1ccc(NC(=O)c2cccs2)cc1,0.09,i,1.8
COC(=O)c1c(NC(=O)Cc2cccs2)sc(C(=O)N2CCCCC2)c1C,1.5,i,0.9
Cc1nnc2n1NC(c1ccc(Cl)cc1)C(C(=O)N(C)C1CCCCC1)S2 (stereo not given),0.18,i,-1.1
COc1ccc(CN2C(=O)C(CC(C)C)Nc3ncnc(N4CCN(c5ccccn5)CC4)c32)cc1 (stereo not given),-1.3,i,-2.0
Brc1ccc(-c2csc(-c3c[nH]c4ccccc34)n2)cc1,2.3,i,0.3
CCNc1c(NS(=O)(=O)c2ccc(OC)c(Cl)c2)c(=O)oc2ccccc12,1.6,i,-1.4
O=C(CCOc1ccccc1)Nc1ccc(Br)cc1,-1.1,i,-0.6
Cc1ccc(N(C(=O)c2cnccn2)C(C(=O)NC2CCCCC2)c2ccc(O)cc2)cc1 (stereo not given),-0.56,i,-3.4
CCN(CC)S(=O)(=O)c1ccc(N(C)Cc2ccc(C(F)(F)F)cc2)nc1,-0.06,i,-0.9
O=C(COC(=O)CN1C(=O)C2CCCCC2C1=O)Nc1cc(S(=O)(=O)N2CCOCC2)ccc1Cl (stereo not given),-0.43,i,nt
CC(C)c1ccc(NC(=S)Nc2ccc(OC(F)(F)F)cc2)cc1,-0.76,i,-0.8
Cc1nnc(NC(=O)Cn2nc(C)c3ccccc3c2=O)s1,1,i,0.6
CC(=O)Nc1cccc(-c2csc(NCc3ccco3)n2)c1,0,i,-0.3
O=C(O)/C(=C\c1cccs1)Sc1nnc(-c2ccc(F)cc2)o1,-0.04,i,-0.6
COc1ccccc1/C=N/N1C(=O)C2C3C=CC(CC3)C2C1=O (stereo not given),-2.2,i,0.4
O=[N+]([O-])c1cccc(-c2cc(C(F)(F)F)n3nc(-c4ccccc4)cc3n2)c1,1,i,0.1
Nc1n[nH]c(N)c1N=Nc1ccc(Cl)cc1,0.02,i,0.8
CN(CC(=O)NCCc1ccc(S(N)(=O)=O)cc1)S(=O)(=O)/C=C/c1ccccc1,-0.23,i,0.8
O=C(NC1CCCCC1)[C@@H]1CSC2c3ccccc3C(=O)N21 (stereo not given in full),0.08,i,0.4
# (continued)
SMILES,Kir21 inh,KCNQ2 inh,STK33 inh
O=C(O)CSc1nccn1-c1cccc(Cl)c1,-1.4,i,-1.6
Cn1nc(CC(=O)Nc2ncc(Br)s2)c2ccccc2c1=O,1.4,i,-5.7
O=C(N/N=C\C1CC=CCC1)c1ccc(Br)o1 (stereo not given),-1.1,i,-0.3
O=C(CN1C(=O)C(=O)c2ccccc21)NC1CCCCC1,1.3,i,-2.6
CN1CCN(/N=C2/C(=O)Nc3ccc([N+](=O)[O-])cc32)CC1,0.71,i,0.9
CSc1ccccc1C(=O)Nc1ccc2c(c1)OCCO2,0.01,i,0.5
COc1ccc(C)cc1NS(=O)(=O)c1cccc2nonc12,-0.65,i,-2.6

# Complete entries from above. Values in the order: Kir21 inh | KCNQ2 inh | STK33 inh
# Entry for CSc1ccccc1C(=O)Nc1ccc2c(c1)OCCO2 → 0.01 | i | 0.5
# Entry for O=C(N/N=C\C1CC=CCC1)c1ccc(Br)o1 (stereo not given) → -1.1 | i | -0.3

# Screening results (PubChem BioAssay)
